MOR-DOR inv ag: inverse agonists of MOR-DOR heterodimerization, primary screen, cell-based, luminescence. Mu-type opioid receptor (Homo sapiens) + Delta-type opioid receptor (Homo sapiens), …. cell-based MOR-DOR heterodimer luminescence, inverse agonism. inhibition, % at 9.3 µM. 0.21% of 340,000 active; in the data active = inhibition above about 22%, passing the limit was not always enough;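 also: 0% = cells with DMSO and 100% = wells without cells with DMSO; values of inactives mirror those of a sister screen read the other way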
Tat transport: E. coli Tat export inhibitors, primary screen, MC4100, TorA-mCherry reporter, fluorescence, single point | 0.036% of 340,000 active | AID 488895, 2010 | inhibition, % at 10 µM;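 active = mean replicate inhibition at least 50% and at least half of replicates individually reaching 50%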;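 also: exported cargo escapes ClpAP degradation while cytoplasmic cargo is degraded and loses fluorescence; 0% = median of neutral control wells and 100% = median of NaSCN control wells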
E coli growth: E. coli V3065 growth inhibition, primary screen, counter-screen for AddAB inhibitor project, absorbance, OD600 | 18 h | inhibition, % at 11.9 µM | 0.27% of 330,000 active | AID 449728, 2010;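 active = inhibition above the campaign's mean inhibition across all tested compounds plus 3 SD, cut at about 9.9% in these data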;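 also: uninfected addAB+ strain grown without phage in ampicillin broth; 0% = DMSO wells and 100% = ciprofloxacin 0.95 µg/ml wells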
HTR5A inv ctr: HTR5A inverse agonists in luminescence cell assay, primary screen, counter-screen for OPRM1-OPRD1 heterodimer inverse agonist project, full-deck HTS | HTR5A cell line, inverse agonism | inhibition, % at 9.3 µM | 0.083% of 340,000 active | AID 504634, 2011; in the data active = inhibition mostly above about 23%, no sharp cut-off; inactive = mostly below about 18%;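 also: 0% = cells with DMSO and 100% = no-cell wells with DMSO; some compounds called inactive have numbers as strong as hits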
Target sequence (P47898 whole entry, looked up): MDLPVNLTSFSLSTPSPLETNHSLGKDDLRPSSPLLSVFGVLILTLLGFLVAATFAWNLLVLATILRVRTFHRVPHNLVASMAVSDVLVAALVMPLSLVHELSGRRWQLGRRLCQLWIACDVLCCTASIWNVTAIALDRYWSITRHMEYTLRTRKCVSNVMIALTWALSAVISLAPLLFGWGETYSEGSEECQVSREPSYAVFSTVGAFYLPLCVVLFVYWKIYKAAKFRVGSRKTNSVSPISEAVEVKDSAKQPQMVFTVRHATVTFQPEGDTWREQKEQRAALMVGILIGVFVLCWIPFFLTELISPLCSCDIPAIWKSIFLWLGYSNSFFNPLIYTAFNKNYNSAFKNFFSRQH
phage Ecoli inh: growth loss of phage-infected E. coli, primary screen, RecBCD inhibitor project, absorbance, with phage, HTS; AID 651602, 2012; inhibition, % at 11.9 µM; 0.26% of 360,000 active; in the data active = inhibition above about 11%
PKA-R1A act: activators of PKA-R1A holoenzyme, primary screen, biochemical, fluorescence polarization, Cy5-IP20, bovine R1A, mouse PKAc | cAMP-dependent protein kinase type I-alpha regulatory subunit (Bos taurus) + … | PKA-R1A dissociation; scaled: DMSO 0%, 113 µM cGMP 100% | activation, % at 11.4 µM | 0.083% of 340,000 active;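 active = percent activation above the mean of all tested compounds plus 3 SD, cut at about 19% in these data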;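 also: higher means more PKAc released from R1A so a rise in polarization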
AddAB inh: growth inhibition of E. coli expressing H. pylori AddAB, primary screen, AddAB inhibitor project, absorbance. inhibition, % at 11.9 µM. 0.29% of 330,000 active. AID 435030, 2010; in the data active = inhibition above about 12%;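 also: 0% = vehicle wells of infected cells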
OPRM1-OPRD1 ag: agonists of OPRM1-OPRD1 heterodimerization, primary screen, cell-based, luminescence. Mu-type opioid receptor (Homo sapiens) + Delta-type opioid receptor (Homo sapiens), …. cells. activation, % at 9.3 µM. 0.3% of 340,000 active; in the data active = activation above about 18%;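 also: 0% = vehicle-treated cells and 100% = reference agonist; values of inactives mirror those of a sister screen read the other way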
SUMO Mot1 rescue: yeast Mot1-301 growth rescue at high temperature, primary screen, SUMOylation pathway inhibitor project, S. cerevisiae, ATP luminescence, 38.5C; S. cerevisiae Mot1-301 growth rescue; percent above DMSO median, 100 means doubled; growth rescue, % at 18.8 µM; 1% of 320,000 active;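 active = every valid replicate shows activation above 250% relative to neutral control wells; inactive = the rest, any valid replicate at or below 250%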;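 also: OY570 slx delta 5 strain wells were the positive control but not used for scaling; some compounds called inactive have numbers as strong as hits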
PKA-R2B act: activators of PKA-R2B holoenzyme, primary screen, biochemical, fluorescence polarization, Cy5-IP20, human. cAMP-dependent protein kinase catalytic subunit beta (Homo sapiens) + cAMP-dependent …. PKA-R2B holoenzyme dissociation; R2B truncated from residue 108, S112A mutant; 0% DMSO only, 100% 113 µM cGMP. activation, % at 11.4 µM. 0.079% of 340,000 active. AID 504700, 2011;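 active = activation above a cutoff set at the mean over all compounds plus 3 SD, cut at about 18% in these data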;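 also: higher means more holoenzyme dissociation and a rise in polarization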
Target sequence (P31323 whole entry, looked up, other chains not shown, the tested form may be a part): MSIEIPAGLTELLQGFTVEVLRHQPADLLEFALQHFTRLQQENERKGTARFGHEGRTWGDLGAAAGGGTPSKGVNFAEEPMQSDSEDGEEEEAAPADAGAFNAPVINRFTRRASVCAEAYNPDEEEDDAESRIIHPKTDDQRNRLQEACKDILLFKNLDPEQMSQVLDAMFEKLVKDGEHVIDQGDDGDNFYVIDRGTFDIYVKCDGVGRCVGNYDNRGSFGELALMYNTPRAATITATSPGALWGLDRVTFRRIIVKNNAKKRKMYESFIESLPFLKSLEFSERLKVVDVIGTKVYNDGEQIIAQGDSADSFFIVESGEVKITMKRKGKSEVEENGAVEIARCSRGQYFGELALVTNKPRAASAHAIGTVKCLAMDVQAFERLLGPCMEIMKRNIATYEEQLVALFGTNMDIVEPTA
PfHsp90 set2: growth inhibition of PfHsp90-expressing yeast, primary screen, antimalarial PfHsp90 inhibitor project, S. cerevisiae, BacTiter-Glo luminescence, single point, set 2 | BacTiter-Glo ATP, 48 h; yeast lacking PDR1 and PDR3 efflux regulators | inhibition, % at 9.4 µM | 0.32% of 310,000 active;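 active = every replicate shows inhibition above about 80%, whatever the replicate mean, limit read from the data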;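 also: 0% = DMSO neutral controls and 100% = 20 µM radicicol positive controls; yeast relying on Plasmodium falciparum Hsp90 in place of its own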
* marks the source's active call; other numbers are inactive results; . = not tested or not shown.

Sequence of screens – MOR-DOR inv ag | Tat transport | E coli growth | HTR5A inv ctr | phage Ecoli inh | PKA-R1A act | AddAB inh | OPRM1-OPRD1 ag | SUMO Mot1 rescue | PKA-R2B act | PfHsp90 set2
C/C(N)=C(/C#N)C(=O)COC(=O)C1CCN(S(=O)(=O)c2cccs2)CC1
  2 | 0 | 0.5 | 6 | 2.0 | -3 | 1.6 | -0.5 | -3 | -2 | .
Cn1c(Cn2c(=O)sc3ccccc32)nnc1SCC(=O)N1CCCCCC1
  16 | 4 | -1.5 | 12 | 2.6 | -10 | 1.9 | -3.2 | -13 | 4 | 1
Cc1ccc(C(=O)O/N=C/c2c(N3CCOCC3)n(C)c3ccccc23)cc1
  -42 | 9 | -0.4 | 1 | 0.0 | 2 | 0.2 | 8.3 | 0 | 9 | -6
CC(C)c1cc(=O)[nH]c(N2CCN(Cc3ccc4c(c3)OCO4)CC2)n1
  8 | 0 | 0.5 | -5 | 1.6 | -5 | 3.0 | -1.7 | -19 | -8 | 22
O=C(CCNS(=O)(=O)c1ccc(Br)cc1)NCc1ccc(Cl)cc1
  -6 | -6 | 0.3 | 13 | 3.5 | -3 | 1.0 | 1.1 | 33 | -14 | 9
Cc1csc(NC(=O)c2ccc(OCC3CCCO3)cc2)n1 (centres undefined)
  -2 | -5 | 1.3 | 8 | -0.5 | -5 | 4.0 | 0.3 | -9 | -9 | -9
COc1ccc(C2=CC(=O)CC(c3ccccc3)C2)cc1 (centres undefined)
  -7 | 15 | -0.8 | -3 | 3.3 | -8 | 3.3 | 1.4 | -17 | -2 | 9
Cc1ccc(-c2nnn(CC(=O)N(Cc3ccccc3)C(C(=O)NC(C)(C)C)c3ccncc3)n2)o1 (centres undefined)
  8 | 0 | 0.4 | -25 | . | -2 | -2.6 | -1.3 | 398 | 3 | .
Cc1ccc2c(c1)NC(=O)c1cccnc1N2
  11 | 2 | 0.8 | -7 | 1.6 | 1 | -0.9 | -2.1 | 1 | -3 | 22
O=C(N/N=C/c1ccc(Br)s1)c1ccncc1
  5 | 3 | -1.8 | 12 | -1.1 | -13 | -0.2 | -1.0 | . | -20 | 4
O=C(NCC(=O)N(c1cccc(F)c1)C(C(=O)NCC1CCCO1)c1ccccc1)c1ccco1 (centres undefined)
  7 | -7 | 1.8 | -41 | 3.6 | 2 | 0.1 | -1.2 | 46 | 7 | 4
COc1ccc(OC)c(S(=O)(=O)ON2C(=O)c3ccccc3C2=O)c1
  6 | -5 | -1.3 | -1 | 1.8 | 2 | -1.8 | -1.3 | 66 | -7 | -25
O=C(CSCc1ccc([N+](=O)[O-])cc1)N/N=C/c1ccncc1
  21 | 4 | -2.9 | 9 | 3.0 | -2 | 2.8 | -4.5 | 17 | -19 | 1
CC(=O)N(C)c1ccc(N=Cc2cc3c(cc2[N+](=O)[O-])OCO3)cc1
  -3 | 8 | -0.3 | -15 | 1.5 | -4 | 1.9 | 0.5 | 6 | -10 | 17
O=C(C=Cc1cccnc1)c1ccccc1
  11 | -3 | . | -9 | -1.7 | 4 | . | -2.1 | . | -5 | -5

Continuation.
Sequence of screens – MOR-DOR inv ag | Tat transport | E coli growth | HTR5A inv ctr | phage Ecoli inh | PKA-R1A act | AddAB inh | OPRM1-OPRD1 ag | SUMO Mot1 rescue | PKA-R2B act | PfHsp90 set2
C/C(=N\NC(=O)c1c([N+](=O)[O-])c(C)nn1C)c1ccc(NC(=O)C2CCCC2)cc1
  21 | -4 | 1.6 | 5 | 0.7 | -2 | -0.1 | -4.0 | -2 | -14 | 22
CC[N+](CC)(CC#Cc1ccccc1)CC#Cc1ccccc1
  4 | -5 | -0.2 | -3 | 1.7 | 5 | 2.8 | -0.7 | -16 | 2 | 8
Cc1ccc(NC(=S)NNC(=S)Nc2ccc(C)cc2)cc1
  -16 | -1 | . | -12 | 2.5 | 7 | . | 3.1 | . | -11 | -10
COc1ccccc1NC(=O)C(C)NC(c1ccccc1)c1ccccc1 (centres undefined)
  17 | 3 | 0.4 | -6 | 0.2 | -8 | 0.1 | -3.1 | -6 | 1 | -24
CN(Cc1ccccc1)C(=O)CSc1nc2c(c(C(F)(F)F)n1)CCc1ccccc1-2
  6 | 4 | 0.4 | -17 | 1.1 | 2 | 3.0 | -1.0 | 6 | 10 | -136
COc1ccc(NC(=O)CN(C)C(=O)c2ccccc2OCC(=O)Nc2cccc(C(F)(F)F)c2)cc1
  9 | 2 | -0.8 | 14 | -1.0 | 2 | 0.7 | -1.8 | -15 | -2 | -9
CCOc1cc(CNC)ccc1OCC(=O)NC(C)(C)C
  -3 | -5 | 0.1 | 14 | 4.7 | 2 | -2.2 | 0.5 | 283 | 3 | -17
Cc1csc(SCc2ccccc2C(=O)O)n1
  13 | -3 | 0.9 | -16 | 2.7 | -16 | -0.2 | -2.3 | -9 | -4 | .
Clc1ccc(CSc2nnc(-c3cccnc3)n2Cc2ccco2)c(Cl)c1
  15 | -4 | -4.0 | -7 | 1.7 | -7 | 0.5 | -2.6 | 221 | -8 | 5
C=CCNC(=S)Nc1ccc(Cl)c(S(=O)(=O)N2CCOCC2)c1
  -1 | -1 | -0.9 | -18 | 1.3 | 2 | 0.0 | 0.2 | . | 2 | -12
O=C1c2ccccc2C(=O)c2c1oc(C(F)(F)F)c2C(=O)c1ccccc1
  -62 | -6 | 1.7 | -25 | 3.8 | -12 | 4.8 | 12 | -53 | -10 | -85
O=C(CSc1nnc(NC(=O)C2CCC2)s1)Nc1ccccc1
  4 | -4 | 4.1 | -13 | 3.6 | -16 | 7.5 | -0.8 | 63 | -3 | 19
O=S1(=O)N(Cc2ccccc2F)CCCN1Cc1c(F)cccc1Cl
  -14 | 13 | -0.7 | -9 | 1.8 | -9 | 1.3 | 3.1 | 5 | 0 | -4
CC(C)NS(=O)(=O)c1ccc(OCC(=O)N(C)Cc2ccccc2)cc1
  4 | 7 | 0.2 | -4 | 1.5 | -8 | 0.8 | -0.7 | 8 | 9 | -11
C=C(CC1([C@@H](NP(=O)(c2ccccc2)c2ccccc2)[C@H]2C[C@@H]2CCCC)CC1)c1ccccc1
  -14 | -9 | -0.5 | -1 | 1.8 | 0 | 2.7 | 2.5 | -15 | -4 | 15

Next structures follow.
Sequence of screens – MOR-DOR inv ag | Tat transport | E coli growth | HTR5A inv ctr | phage Ecoli inh | PKA-R1A act | AddAB inh | OPRM1-OPRD1 ag | SUMO Mot1 rescue | PKA-R2B act | PfHsp90 set2
O=C(NC(=S)Nc1ccc(Cl)cn1)c1cccs1
  12 | -2 | 4.5 | 13 | 4.2 | 3 | 5.2 | -2.1 | -3 | 10 | -19
COc1cc(C=O)c(Br)cc1OC1CCCC1
  -30 | 0 | -2.8 | -17 | 2.9 | 1 | 1.3 | 6.1 | -1 | -5 | -1
O=C(CSc1nncc(=O)[nH]1)NC1CCCCC1
  12 | 2 | -1.6 | 1 | -0.6 | -8 | 3.4 | -2.3 | -13 | 8 | 15
COc1ccccc1/C=C1\C(=O)Nc2ccccc21
  0 | -4 | . | 10 | 2.9 | 5 | . | -0.1 | 23 | -2 | -20
O=C1CCSc2ccc(Cl)cc2N1Cc1ccccc1
  -8 | 6 | 0.5 | -7 | 2.7 | -13 | 0.5 | 1.8 | 5 | -5 | -46
CCOP(=O)(OCC)C(Nc1cccc(C(F)(F)F)c1)c1ccc(C)cc1 (centres undefined)
  -19 | 8 | -1.8 | 19 | 4.8 | -16 | 0.2 | 3.8 | -7 | -1 | -16
O=C(c1cnc2sccn2c1=O)N1CCN(c2ccccc2Cl)CC1
  5 | -17 | -1.7 | -11 | -0.6 | 0 | 3.0 | -0.9 | -13 | 7 | -26
O=c1cc(C(F)(F)F)[nH]c2c(OC(F)(F)F)cccc12
  4 | -10 | 3.2 | -12 | 2.6 | 2 | 2.2 | -0.8 | -22 | 4 | 29
CCCCC(=O)Nc1cccc(-c2ccc3nncn3n2)c1
  11 | -5 | -2.7 | -8 | -4.3 | -5 | 1.2 | -2.2 | 10 | -5 | 12
O=C(NNC(=S)NCc1ccccc1)c1ccc(OC(F)F)cc1
  4 | -4 | -0.1 | -38 | 4.9 | -3 | 1.3 | -0.7 | 2 | -8 | -25
COC(=O)[C@]1(Cc2ccccc2)N[C@H](c2ccc(-c3ccc(OC)cc3)cc2)[C@@H]2C(=O)N(C)C(=O)[C@@H]21
  6 | 5 | -1.6 | -16 | 2.5 | 5 | -0.5 | -1.1 | -9 | -9 | -5
CCOC(=O)c1sc(=S)n(-c2ccccc2OC)c1N
  11 | 0 | -0.2 | 7 | 1.0 | -2 | -0.6 | -2.2 | -18 | -6 | 3
O=C(NCc1ccccn1)C1CCN(S(=O)(=O)c2ccccc2C(F)(F)F)CC1
  -10 | -17 | . | -7 | 2.7 | -7 | . | 1.5 | . | 1 | .
COc1cc(N(C)C)c([N+](=O)[O-])cc1C(=O)N1CCN(Cc2ccccc2)CC1
  5 | 11 | 1.0 | -6 | 4.1 | 4 | 4.2 | -0.9 | -14 | 12 | -6
O=C(O)C1CC(=O)N(c2ccc(OCc3c(F)cccc3Cl)cc2)C1 (centres undefined)
  7 | -12 | 2.2 | -18 | 1.8 | 6 | 1.0 | -1.4 | 8 | -7 | -3

Remaining list, next part:
Sequence of screens – MOR-DOR inv ag | Tat transport | E coli growth | HTR5A inv ctr | phage Ecoli inh | PKA-R1A act | AddAB inh | OPRM1-OPRD1 ag | SUMO Mot1 rescue | PKA-R2B act | PfHsp90 set2
Cc1nc2ccccn2c1/C(O)=C1\C(=O)C(=O)N(CCCn2ccnc2)C1c1ccncc1 (centres undefined)
  16 | -3 | -0.7 | -5 | 2.2 | 12 | 0.0 | -3.0 | -1 | -3 | -21
COC(=O)c1ccccc1NC(=O)Nc1ncccc1C
  -7 | -1 | -2.8 | 0 | 6.5 | -4 | 0.3 | 1.0 | 244 | -7 | .
Cc1nnc(NC(=O)c2ccccc2Br)s1
  5 | 1 | -1.1 | -16 | 1.3 | -2 | -1.0 | -0.9 | 302* | -3 | 19
CCCCc1cc(=O)oc2cc(OCC(=O)Nc3ccccn3)ccc12
  8 | -2 | -0.9 | -12 | 0.9 | -2 | 4.6 | -1.4 | -9 | -8 | -2
COC(=O)c1cnc(Oc2ccc(NC(=O)NC(=O)c3c(F)cccc3F)cc2)cc1C(F)(F)F
  -2 | -4 | 2.2 | -6 | 3.8 | -6 | 0.6 | 0.4 | 26 | 1 | -3
CC1CCC(NS(=O)(=O)c2ccc(Cl)s2)CC1 (centres undefined)
  -42 | -14 | . | -1 | 1.5 | -9 | . | 6.5 | . | -9 | 0

Compound activity from PubChem.

Hits appear at their usual frequency; 2.2% or so of the library scored in one or more.
